FXIa inh 1536 = inhibitors of human coagulation factor XIa; 220,000 compounds, 0.14% hits; purified FXIa, Boc-Glu-Ala-Arg-AMC fluorogenic substrate; AID 798; inhibition, % at 5 µM; P03951;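 active = inhibition of at least 40%; inactive = inhibition below 40%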;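 note: fluorescence of freed AMC excited at 355 nm; 0% = enzyme without compound and 100% = no enzyme blank; many of its hits are not listed in these tables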
Hck-Nef inh = human Hck-Nef kinase inhibition. Recombinant Hck-YEEI plus Nef, Z-Lyte FRET kinase assay. AID 463187. 220,000 compounds, 0.68% hits. P08631. inhibition, % at 20 µM;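 active = Hck-Nef kinase inhibition above about 50%, limit read from the data; inactive = inhibition below that limit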;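 note: 0% = DMSO with Hck plus Nef and 100% = Hck alone without Nef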
Target sequence (P08631 whole entry, looked up): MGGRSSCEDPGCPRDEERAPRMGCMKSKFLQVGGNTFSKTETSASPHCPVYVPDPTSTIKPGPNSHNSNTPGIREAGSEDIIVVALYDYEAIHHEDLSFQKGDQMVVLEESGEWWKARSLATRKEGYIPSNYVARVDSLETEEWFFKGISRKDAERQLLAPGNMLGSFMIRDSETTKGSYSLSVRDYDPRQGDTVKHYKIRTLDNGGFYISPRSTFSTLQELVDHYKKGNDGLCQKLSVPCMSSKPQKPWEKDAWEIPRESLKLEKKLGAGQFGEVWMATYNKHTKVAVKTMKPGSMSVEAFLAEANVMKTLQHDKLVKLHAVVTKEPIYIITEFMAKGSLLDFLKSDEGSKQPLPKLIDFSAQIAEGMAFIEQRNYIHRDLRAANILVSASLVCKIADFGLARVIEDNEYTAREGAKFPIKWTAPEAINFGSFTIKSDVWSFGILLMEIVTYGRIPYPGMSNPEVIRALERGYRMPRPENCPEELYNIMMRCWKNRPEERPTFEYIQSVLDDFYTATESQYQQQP
KCC2 mod = modulators of human KCC2 chloride dependent transport | Q9H2X9 | KCC2 cells, thallium flux FluoZin-2 fluorescence | B-score of Tl+ flux slope (higher = more flux/activation; lower = inhibition) at 10 µM | 190,000 compounds, 2.2% hits | AID 1456;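 active = thallium flux slope and its plate-corrected score both differing from the plate sample mean at a set confidence after two filtering rounds, in either direction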;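 note: slope of fluorescence scaled to starting intensity during 10 to 20 s after thallium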
TNF death inh = TNF-alpha cell death inhibition in Jurkat FADD-/- cells; Jurkat FADD-/- TNF necroptosis rescue, ATP luminescence, 24 h; 0 = TNF only, 100 = no-TNF cells; AID 463075; 220,000 compounds, 0.068% hits; activation (protection from cell death), % at 10 µM;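 active = activation, meaning protection from cell death, of at least 50% relative to plate controls; inactive = activation below 50%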;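 note: necroptosis triggered by 40 ng/mL TNF-alpha added together with compound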
thrombin 1536 = thrombin (human) inhibition. P00734. alpha-thrombin, Boc-VPR-AMC fluorogenic substrate cleavage. inhibition, % at 5 µM. 220,000 compounds, 0.26% hits;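 active = inhibition at or above 40%; inactive = inhibition below 40%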;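 note: 0% = enzyme with no compound and 100% = wells without enzyme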
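System: human alpha-thrombin protein; Compound dosing: one concentration per compound, 5 µM, with 0.2% DMSO; Timing: reaction at room temperature; Technique: AMC fluorescence, 355/460 nm; Controls: enzyme without compound as high, wells lacking enzyme as low.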
Rad51 HR inh = Rad51 (human) homologous recombination inhibition | inhibition, % at 10 µM | Q06609 | hRad51 DNA strand exchange, fluorescence dequenching | 200,000 compounds, 0.085% hits;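 active = inhibition above 40% at the single screening dose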;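 note: 0% = DMSO control wells and 100% = blanks with heterologous ssDNA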
Target sequence (Q06609 whole entry, looked up): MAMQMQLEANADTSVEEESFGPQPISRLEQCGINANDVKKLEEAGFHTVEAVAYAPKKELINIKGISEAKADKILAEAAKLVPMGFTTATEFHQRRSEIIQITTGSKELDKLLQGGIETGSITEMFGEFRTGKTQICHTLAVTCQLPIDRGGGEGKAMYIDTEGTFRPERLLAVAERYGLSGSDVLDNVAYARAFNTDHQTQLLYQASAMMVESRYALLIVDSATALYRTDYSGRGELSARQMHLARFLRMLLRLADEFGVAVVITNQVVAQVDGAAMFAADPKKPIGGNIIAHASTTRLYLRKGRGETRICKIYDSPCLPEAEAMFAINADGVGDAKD
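Test system – preformed human Rad51 ssDNA filaments · Reagent – Donor/quencher-labelled 47-bp dsDNA substrate · Incubation – 37 °C 15-min filament assembly, 30-min compound preincubation, 15-min exchange · Signal – FRET fluorescence dequenching, excitation 485 nm, emission 520 nm · Read-out – percent inhibition from fluorescence, normalised to plate control and blank means · Benchmarks – plate control and blank wells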
FXIIa inh = blocks human coagulation factor XIIa protease activity; inhibition, % at 5 µM; purified FXIIa, Boc-QGR-AMC fluorogenic substrate, 2 h; 220,000 compounds, 0.3% hits; P00748; in the data active = inhibition above about 40%;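 note: 0% = enzyme with no compound and 100% = blank without enzyme; many of its hits are not listed in these tables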
L929 necroptosis = blocks zVAD induced death of L929 cells; AID 1377; 220,000 compounds, 0.38% hits; L929 zVAD necroptosis rescue, ATP luminescence, 24 h; with zVAD 60 µM; viability rescue, % at 10 µM;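 active = activation, scaled between plate controls, above about 75%, limit read from the data; inactive = activation under that limit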;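 note: 0% = zVAD with DMSO and 100% = DMSO alone without zVAD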
KLK5 inh = kallikrein 5 (human) inhibition; recombinant hK5, fluorogenic AMC substrate cleavage; Q9Y337; 210,000 compounds, 0.59% hits; inhibition, % at 5 µM; AID 873;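 active = inhibition of 40% or more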;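 note: 0% = enzyme controls without compound and 100% = no-enzyme blanks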
Target sequence (Q9Y337 67-293 limits assumed): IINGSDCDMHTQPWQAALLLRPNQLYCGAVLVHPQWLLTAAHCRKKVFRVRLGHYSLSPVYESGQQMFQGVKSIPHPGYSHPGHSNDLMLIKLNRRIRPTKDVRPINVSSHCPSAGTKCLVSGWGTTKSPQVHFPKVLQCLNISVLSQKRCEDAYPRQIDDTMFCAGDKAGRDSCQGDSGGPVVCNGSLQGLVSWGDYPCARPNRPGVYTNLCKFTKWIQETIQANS
* = called active by the depositor; i = inactive; · = no result given; & = joins results of further samples. This is a subset, so the mix of outcomes need not match the whole.

SMILES	FXIa inh 1536	Hck-Nef inh	KCC2 mod	TNF death inh	thrombin 1536	Rad51 HR inh	FXIIa inh	L929 necroptosis	KLK5 inh
COC(=O)C(NC(=O)c1ccco1)(Nc1cc(C)ccn1)C(F)(F)F (stereo not drawn)	8	2	-0.11	-1.7	-3	13	15	0.1	-5
O=C(CN1CCCCC1)Nc1ccc(C(F)(F)F)cc1Cl	-5	6	1.1	-0.7	-5	23	-2	1.2	-10
COc1ccc(/C=N/N2C(=O)C3C4C=CC(CC4)C3C2=O)c(OC)c1 (stereo not drawn)	-2	16	0.74	0.4	-14	9	6	2.6	-5
C=CCn1c(SCC(=O)Nc2ccccc2)nnc1-c1cccc(S(=O)(=O)N2CCOCC2)c1	2	0	-1.9	-1.1	-2	10	10	-0.5	-15
Cc1ccc(N(Cc2cc3ccc(C)cc3[nH]c2=O)C(=O)c2ccco2)c(C)c1	-2	6	0.3	-4.8	-7	-10	3	0.1	-2
COc1ccc(NC2c3ccccc3C(=O)N2c2ccccn2)cc1 (stereo not drawn)	0	17	-1.2	-0.8	0	20	10	-0.1	-1
CCOc1ccc(S(=O)(=O)Nc2ccccc2C(=O)N2CCCC2)cc1	-3	16	-0.7	0.4	-2	·	2	-0.3	-2
Cc1ccc(C(=O)N2CCN3C(=O)c4ccccc4C23c2ccccc2)cc1 (stereo not drawn)	-1	-18	-1.3	-0.2	-2	-17	4	1.0	·
N#CCSC1=Nc2ccccc2C2=NC(CCC(=O)N3CCN(c4ccccc4)CC3)C(=O)N12 (stereo not drawn)	5	1	·	-2.4	13	-4	15	0.7	7
O=C(Nc1nccs1)c1ccc(-c2ccc([N+](=O)[O-])cc2)o1	-1	35	-0.59	0.3	-7	-53	3	3.6	-7
O=C(Cc1cccs1)N1CCN(c2cccc(Cl)c2)CC1	-6	28	-0.49	2.1	-10	-11	4	-0.3	4
O=C(NCCCn1ccnc1)C(=O)NCC1OCCN1S(=O)(=O)c1ccc(Cl)cc1 (stereo not drawn)	5	0	-0.051	-0.9	1	6	5	5.9	5
CC(=O)c1ccc(N(C(=O)Cn2nnc3ccccc32)C(C(=O)NC2CCCCC2)c2cn(C)nc2C)cc1 (stereo not drawn)	2	-4	-0.6	-0.5	-5	10	8	-0.3	-12
O=C(NNC(=O)c1ccncc1)Nc1cccc([N+](=O)[O-])c1	-7	-6	0.58	0.0	-5	-67	-2	2.0	-1
C=CCn1c(SCc2csc(C)n2)nc2sc3c(c2c1=O)CCCCC3	-2	-1	0.89	-1.2	17	0	-6	-1.0	16
O=C(c1ccco1)N1CCN(c2ncnc3sc4c(c23)CCC4)CC1	0	2	-0.95	-1.8	6	-2	9	-0.1	-4
COC(=O)c1ccc(NC(=O)CCN2CCCCC2)cc1	-2&3	-7&1	0.28	1.8&-0.6	-5&-3	0&-2	10&5	-1.0&0.3	-10&-23
O=C(Cc1cccs1)Nc1cccc(C(=O)Nc2ccco2)c1	-5	10	0.42	-0.4	-10	2	2	1.1	-19
C=CCn1c(=O)c2ccc(C(=O)NCc3ccccc3)cc2n(Cc2cccc(Cl)c2)c1=O	7	3	0.43	1.2	1	·	10	0.0	-8
CCCc1cc(C(=O)N2CCCC(C(=O)c3cccc4ccccc34)C2)n(C)n1 (stereo not drawn)	-3	1	-1.4	-0.3	-7	20	3	0.4	·
N#Cc1c(-c2ccccc2)nc(N2CCOCC2)[nH]c1=O	3	-5	1.1	0.6	0	·	9	-0.4	2
O=C(O)c1ccc(/C=N/Nc2nc(N3CCCCC3)nc(N3CCCCC3)n2)cc1	-2	14	-1.4	0.8	-7	8	5	-0.1	0
CCn1cc(C(=O)NCc2ccccn2)c(=O)c2cc(S(=O)(=O)N3CCCCC3)ccc21	1	0	-0.036	-2.9	15	·	10	-0.3	-1
CCc1[nH]c(=O)c(C#N)c2c1CSC(C)(C)C2	5	-3	0.051	-2.0	1	-6	5	1.4	-27
Cc1cccc(C)c1OCC(O)CN (stereo not drawn)	11	-1	0.46	0.8	19	8	6	0.0	52*
O=C(NC1CCCc2ccccc21)C1CCN(S(=O)(=O)N2CCCCCC2)CC1 (stereo not drawn)	-4	1	-1.6	-1.2	-3	1	12	0.1	3
Cc1sc2ncnc(NCC(c3ccco3)N3CCCC3)c2c1C (stereo not drawn)	-3	1	-0.17	0.5	-3	3	12	0.6	-1
O=C(c1ccco1)N1CCN(C(c2ccccc2Cl)c2nnnn2CC2CCCO2)CC1 (stereo not drawn)	-4	2	0.69	-2.6	-2	2	9	0.2	-1
O=C(COc1ccc(F)cc1)OCCN1CCOCC1	-4	8	-1.1	-0.8	1	5	5	-0.7	-1
O=C(Nc1cccnc1)c1cc(-c2ccc(Cl)cc2)on1	10	4	0.056	-1.1	2	7	1	0.5	-15
CC(=O)Nc1sc2c(c1C(c1ccccn1)N1CCCC1)CCCC2 (stereo not drawn)	2	19	-0.028	-0.6	0	-14	4	-0.2	0
Cc1cccc(S(=O)(=O)Nc2ccc(-c3cn4ccccc4n3)cc2)c1	-3	0	-2.2	1.7	-12	-2	6	10	-5
O=C(c1ccco1)N1CCC(n2nnc3ccccc32)CC1	-5	2	0.15	-3.9	-9	-3	4	0.7	-1
COc1cccc(Oc2nnnn2-c2ccccc2)c1	14	1	-0.14	-0.6	-5	-34	8	0.1	-2
Cc1ccc(-n2[nH]c(C)c(C=Nc3ccc4[nH]c(=O)[nH]c4c3)c2=O)cc1	1	-1	-0.59	-7.8	-11	-2	11	-0.8	-2
COc1cc(C(=O)Oc2cc(C)cc(C)c2)cc(OC)c1OC	3	7	-0.32	-1.4	0	-2	13	-0.6	-7
CCCC(=O)c1c(NC)cc(C)oc1=O	8	1	-0.23	-1.4	-1	-5	17	-0.1	-13
CC(NC(=O)c1ccccc1F)c1nnc(SCc2nc3ccccc3c(=O)[nH]2)n1C (stereo not drawn)	-5	17	-0.36	1.5	-9	2	3	1.2	-7
Cc1ccc(S(=O)(=O)N2CCCOC2CNC(=O)C(=O)NCCC2=CCCCC2)cc1 (stereo not drawn)	-6	2	-1.7	3.4	-3	3	5	0.5	-3
Cc1cc(NC(=O)COC(=O)c2cc(S(=O)(=O)N3CCOCC3)ccc2N2CCCCC2)no1	-7	2	·	2.8	-3	1	1	-0.5	-2
CCOC(=O)c1ccc(NC(=O)Nc2ncccc2C)cc1	-3	21	-0.34	-1.4	-3	-11	5	67	-2
CCOC(=O)C1=C(O)c2ccccc2C(=O)/C1=C\c1ccc(CC)cc1	5	0	·	-24	-5	-1	4	-0.3	-2
O=C(COc1ccc([N+](=O)[O-])cc1)Nc1cc(C(=O)O)cc(C(=O)O)c1	10	-7	0.29	-0.2	-1	4	-3	2.7	-20
CC(=O)Nc1cccc(C2=CC(c3ccco3)n3ncnc3N2)c1 (stereo not drawn)	0	15	i	-1.7	1	-208	11	5.5	2
C=CCc1ccc(OCC(O)CN2CCCCC2C)c(OC)c1 (stereo not drawn)	-2	1	0.014	-3.4	1	8	7	-0.3	2

Entries listed above that bear a hit mark in KLK5 inh:
smiles,FXIa inh 1536,Hck-Nef inh,KCC2 mod,thrombin 1536,FXIIa inh,KLK5 inh
Cc1cccc(C)c1OCC(O)CN (stereo not drawn),11,-1,0.46,19,6,52*

Fetched one by one from the entries so far (2):
SMILES	FXIa inh 1536	Hck-Nef inh	KCC2 mod	TNF death inh	thrombin 1536	Rad51 HR inh	FXIIa inh	L929 necroptosis	KLK5 inh
CC(=O)Nc1cccc(C2=CC(c3ccco3)n3ncnc3N2)c1 (stereo not drawn)	0	15	i	-1.7	1	-208	11	5.5	2
C=CCc1ccc(OCC(O)CN2CCCCC2C)c(OC)c1 (stereo not drawn)	-2	1	0.014	-3.4	1	8	7	-0.3	2

Other compounds.
SMILES	FXIa inh 1536	Hck-Nef inh	KCC2 mod	TNF death inh	thrombin 1536	Rad51 HR inh	FXIIa inh	L929 necroptosis	KLK5 inh
O=C(NNC(=S)NC1CCCCC1)c1ccccc1O	-8	-30	-0.83	-0.6	-7	4	·	4.5	-7
O=C(Nc1cccc(Br)c1)c1ccc(OC2CSC2)cc1	1	22	-0.62	1.0	-9	15	11	65	-2
C=CCn1c(COc2ccccc2C)nnc1SCC(=O)O	-7	0	·	-1.3	-9	8	-1	-0.3	7
CCNC(=S)N(Cc1c(C)noc1C)c1ccccc1	8	4	1.4	-0.3	4	3	10	-0.2	-17
O=C(CCC1CCCCC1)Nc1c2c(nn1-c1ccc(F)cc1)CS(=O)(=O)C2	-1	2	-0.63	1.3	-2	-7	12	-0.1	0
Cc1cc(NC(=O)C2CC(c3ccccc3Cl)=NO2)no1 (stereo not drawn)	3	-22	-0.24	1.9	4	6	20	-0.2	-11
Cc1n[nH]c(C)c1Sc1ccccc1N=Cc1cc(Cl)cc([N+](=O)[O-])c1O	-1	-9	1.1	-1.4	3	2	9	1.2	2
O=C(CN1C(=O)c2ccccc2S1(=O)=O)c1ccc2c(c1)OCCO2	12	-7	-0.16	0.3	3	-12	10	-0.9	10
Cc1nc(COC(=O)c2c(C)nn(-c3ccccc3)c2C)cs1	2	1	·	-2.9	-5	-5	18	0.1	-4
Cc1onc(-c2ccccc2)c1C(=O)NCCc1c[nH]c2ccccc12	-6	1	-1.3	0.0	-2	-2	2	-0.2	-4
CCN(Cc1cc(=O)n2ccsc2n1)Cc1nc2cc(OC)c(OC)cc2c(=O)[nH]1	2	25	0.39	-0.2	2	·	7	-0.8	-2
O=C1c2cccc3c(O)ccc(c23)C(=O)N1Cc1ccco1	3	-55	i	-0.3	-2	·	8	1.4	3
CCCCNC(=S)NCc1ccc2[nH]c3c(c2c1)CCCC3	-1	18	-0.52	-0.9	-2	1	15	0.8	-1
Cn1c(-n2c(CCCN3C(=O)c4ccccc4C3=O)nc3ccccc3c2=O)nc2ccccc21	-2	1	-0.93	-7.4	1	-4	16	-0.3	-16
CCc1c(O)nc(SCc2ccccc2)n(C(C)CC)c1=O (stereo not drawn)	18	3	-0.16	-2.0	-10	·	13	0.0	-3
Cc1cc(C(=O)N(C)CC(=O)Nc2ccccc2C(F)(F)F)c(C)o1	11	-1	0.15	-1.5	17	7	20	-0.5	39
CCN(Cc1cnn(C)c1)Cc1nc(C(c2ccccc2)c2ccccc2)no1	3	4	-0.67	-0.1	2	25	9	-0.4	·
CCOC(=O)N(NC(=O)C(O)(C(C)C)C(C)C)c1ccccc1	-2	27	-0.53	-0.9	-10	6	5	1.6	0
CC(=O)C(Sc1ncnc2c1nnn2-c1ccc(F)cc1)C(=O)N(C)C (stereo not drawn)	-4	11	-0.024	-8.4	-3	-7	4	1.9	-4
CCn1cc(CN2CCN(Cc3ccc(OC)c(C)c3C)C(CCO)C2)c(C)n1 (stereo not drawn)	-6	23	0.11	2.0	-11	2	6	1.8	-3
O=C(Nc1cccc(Cl)c1)ON=C1c2ccccc2-c2ccccc21	-5	2	·	-2.0	-4	3	12	0.2	-5
CC(C)c1ccc(NC(=S)N(C)CCc2ccccn2)cc1	-3	-12	0.021	1.2	-6	-8	4	4.4	-5
CCOC(=O)C1CCN(C2CCN(Cc3nc(-c4ccccc4)no3)CC2)CC1	-3	-1	0.77	-0.3	-3	25	5	0.0	·
CC1=CC(=C2C(=O)c3ccccc3C2=O)C=C(C)N1C	7	5	-0.36	-1.9	2	·	14	0.0	-24

Screens from PubChem.
